Screening results: PubChem BioAssay, National Center for Advancing Translational Sciences (NCATS)
G9a inh: blocks human histone lysine methyltransferase G9a; G9a H3K9 monomethylation, AlphaScreen, 2 h; Potency, µM (top dose mostly 102 µM), for inactives: at the top dose activity, negative = inhibition, hits mostly inhibitors; 350,000 tested, 8.8% active; note: % is set by controls: 0 for no effect and ±100 for the full control effect; nearly all actives have a fitted effect of over 75% in size
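Signal arises when biotinylated H3K9 peptide, once monomethylated, bridges streptavidin donor and antibody-captured acceptor beads. Enzyme at 20 nM was preincubated 15 min with test compounds; peptide 500 nM and SAM 20 uM then reacted for 2 h.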
Pol beta inh: DNA polymerase beta (human) inhibition; P06746; Potency, µM (highest dose often 114 µM), inactives show top-dose activity change, negative = inhibition, hits mostly inhibitors; 340,000 tested, 1.3% active; Pol beta primer extension/strand displacement, fluorescence kinetic; AID 485314; note: % is set by controls: 0 for no effect and ±100 for the full control effect
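Human Pol beta at 10 nM; strand-displacement substrate 50 nM final. Compound exposure 15 min at room temperature before start, reaction 10 min at room temperature.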
Anesthetic bind: binds horse apoferritin like a general anesthetic; P02791; apoferritin/1-aminoanthracene competitive binding, fluorescence; Potency, µM (titrated, usually from 77.5 µM), for the others: top-dose activity change, negative = displacement, actives largely listed as inhibitors; 350,000 tested, 0.074% active; note: % is set by controls: 0 for no effect and ±100 for the full control effect; nearly all actives have a fitted effect of over 20% in size
Target sequence (P02791 2-175 limits assumed): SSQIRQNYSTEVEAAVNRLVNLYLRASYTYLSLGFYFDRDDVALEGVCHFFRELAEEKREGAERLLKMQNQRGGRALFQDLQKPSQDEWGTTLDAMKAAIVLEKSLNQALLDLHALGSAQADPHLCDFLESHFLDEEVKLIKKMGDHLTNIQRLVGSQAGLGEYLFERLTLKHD
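Read-out: endpoint 1-AMA fluorescence, excitation 380 nm and emission 535 nm, after compounds sit 10 min at room temperature with 10 uM horse-spleen apoferritin in 50% saturated 1-AMA/PBS. Values come from four-parameter Hill fits.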
Pol iota inh: blocks human DNA polymerase iota activity; Q9UNA4; Pol iota fluorescent replication assay, 10 min; Potency, µM (top dose mostly 115 µM), for the others: top-dose activity, negative = inhibition, actives largely listed as inhibitors; 390,000 tested, 1% active; AID 588590
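Pol iota at 10 nM preincubated 15 min with compounds at room temperature; reaction started with fluorescent substrate, 50 nM final. Fluorescence read kinetically at 0 and 10 min; buffer-only wells as negative control.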
POLK inh: inhibitors of human DNA polymerase kappa; Q9UBT6; purified Pol kappa, fluorescent DNA synthesis assay, 10 min; Potency, µM (top dose mostly 107 µM), for inactives: at the top dose activity, negative = inhibition, actives largely listed as inhibitors; 400,000 tested, 0.53% active; note: % is set by controls: 0 for no effect and ±100 for the full control effect
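10 nM Pol kappa preincubated 15 min at room temperature with compounds, then reaction started with substrate at 50 nM final. Fluorescence read kinetically at 0 and 10 min; buffer-only wells served as negative control.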
BLM inh: Bloom syndrome helicase (human) inhibition | recombinant BLM DNA unwinding, fluorescence dequenching | Potency, µM (top dose mostly 56.1 µM), for inactives: at the top dose activity change, negative = inhibition, actives largely listed as inhibitors | 350,000 tested, 0.2% active | AID 2528;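 note: plate controls were vehicle for no effect and no enzyme for full effect; nearly all actives have a fitted effect of over 35% in size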
BAZ2B block: inhibitors of human BAZ2B bromodomain; Q9UIF8; AlphaScreen BAZ2B-H3K14Ac peptide displacement; Potency, µM (highest dose often 114 µM), for the others: at the top dose activity change, negative = inhibition, actives largely listed as inhibitors; 360,000 tested, 4.4% active; note: % is set by controls: 0 for no effect and ±100 for the full control effect; nearly all actives have a fitted effect of over 60% in size
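Multi-concentration screen (max 110 uM) measuring displacement of acetylated histone H3 peptide from BAZ2B by AlphaScreen, using 50 nM protein, 50 nM peptide and 10 ug/mL streptavidin donor plus Ni-chelate acceptor beads.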
POLH inh: DNA polymerase eta (human) inhibition. Potency, µM (titrated, usually from 114 µM), for the others: top-dose activity change, negative = inhibition, hits mostly inhibitors. 390,000 tested, 1.2% active. recombinant Pol eta, fluorescent DNA replication assay; note: % is set by controls: 0 for no effect and ±100 for the full control effect
Target sequence (Q9Y253 whole entry, looked up): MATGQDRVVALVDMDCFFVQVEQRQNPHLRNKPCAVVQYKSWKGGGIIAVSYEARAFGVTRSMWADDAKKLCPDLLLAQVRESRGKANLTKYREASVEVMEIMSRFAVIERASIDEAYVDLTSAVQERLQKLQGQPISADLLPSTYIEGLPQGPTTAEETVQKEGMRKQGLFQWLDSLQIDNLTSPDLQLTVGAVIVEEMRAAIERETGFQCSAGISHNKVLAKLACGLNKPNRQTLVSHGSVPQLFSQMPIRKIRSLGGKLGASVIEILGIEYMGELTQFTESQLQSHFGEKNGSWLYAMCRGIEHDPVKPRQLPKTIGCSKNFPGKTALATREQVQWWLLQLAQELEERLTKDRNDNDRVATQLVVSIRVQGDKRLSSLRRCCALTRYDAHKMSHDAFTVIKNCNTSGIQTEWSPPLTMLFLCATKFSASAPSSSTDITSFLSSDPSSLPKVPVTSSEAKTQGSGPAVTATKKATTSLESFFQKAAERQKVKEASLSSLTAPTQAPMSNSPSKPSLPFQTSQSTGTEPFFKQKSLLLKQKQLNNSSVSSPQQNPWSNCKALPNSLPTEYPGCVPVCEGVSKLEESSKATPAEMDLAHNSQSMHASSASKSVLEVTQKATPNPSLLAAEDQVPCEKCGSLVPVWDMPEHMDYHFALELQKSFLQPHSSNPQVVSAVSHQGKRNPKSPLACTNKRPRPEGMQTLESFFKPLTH
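Fluorescent replication assay: 50 nM final substrate added after a 15 min room-temperature compound preincubation with 10 nM enzyme. Signal taken at 0 min and again at 10 min.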
APEX1 inh: inhibitors of human APE1 endonuclease; P27695; recombinant APE1, TAMRA/BHQ-2 abasic DNA cleavage fluorescence; Potency, µM (doses to about 65.8 µM), inactives show at the highest dose activity change, negative = inhibition, actives largely listed as inhibitors; 350,000 tested, 0.35% active; AID 2517;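 note: plate controls were vehicle for no effect and reference inhibitor for full effect; nearly all actives have a fitted effect of over 55% in size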
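Activity was derived from the fluorescence gain between first and third kinetic reads (60 s intervals, ex 525/em 598 nm) after 50 nM THF-abasic TAMRA/BHQ-2 duplex was added to 0.75 nM APE1 preincubated 15 min with compound.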
An asterisk follows results filed as active; u = inconclusive; x = no result given; & = joins results of further samples; [ ] = dose if it differs, or a comment. Calls come from the whole dose curve; as a rule, active = well fitted curve in the direction sought with a large enough effect; inconclusive = small, poorly fitted or top-dose-only effect, or another doubt; inactive = no such curve, though single readings can be large; an effect the other way counts as inactive or inconclusive. Potency is the fitted concentration of half-maximal effect.

SMILES	G9a inh	Pol beta inh	Anesthetic bind	Pol iota inh	POLK inh	BLM inh	BAZ2B block	POLH inh	APEX1 inh
CCOC(=O)c1cnc2cc(Cl)c(OC)cc2c1Nc1ccc(Br)cc1C	0%[59 µM]	-6%	-6%	7%	-9%	-2%	-9%	-14%	x
Cc1ccc(C(CC(=O)c2ccco2)SCCO)cc1 (stereo unspecified)	-20%[0.0925 µM]	10%	-15%	-9%	-4%	-3%	-8%	5%	7%
COc1ccc(C2NC(=S)NC(C)=C2C(=O)Nc2ccccn2)cc1OC (stereo unspecified)	-1%[59 µM]	0%	-8%	9%	-9%	-1%	-2%	-10%	-3%
Cc1ccc(S(=O)(=O)N(C)Cc2ccc(C(=O)NN=C3C4CC5CC(C4)CC3C5)cc2)cc1	-8%	25%[57.1 µM]	-1%	2%	2%	1%	8%	-17%	0%
CCC(CC)C(=O)Nc1cc(C)c2c(=O)oc3ccccc3c2n1	-1%	12%	-19%	38%[activator]	3%	-3%	5%	-25%	-11%
Cc1ccc(S(=O)(=O)N(C)C)cc1NC(=O)c1ccc(-n2cncn2)c([N+](=O)[O-])c1	u	x	x	7%	1%	x	9%	-10%	38%
CCSc1nc(-c2cccs2)nc2ccccc12	148%[activator]	0%	-11%	71%[activator]	-5%	2%	471%[activator]	-11%	7%
CSc1nc(N)nc2c1ncn2CC(=O)NCCCc1ccccc1	x	x	x	9%	0%	x	x	-7%	-4%
CCOC(=O)CCC(=O)Nc1ccc(S(=O)(=O)N2CCCCC2)cc1	x	38%	-13%	102%[activator]	5%	4%	-17%	-19%	12%
COCCN1CCc2c(C)nc3c(-c4ccc(OC)c(OC)c4)cnn3c21	79µM*	12%	-3%	12%	-17%	-3%	-5%	-3%	1%
Cc1cccc(C(=O)O/N=C/c2c(N3CCOCC3)n(C)c3ccccc23)c1	-3%	0%	-14%	x	x	-4%	-9%	x	0%
CC(=O)c1ccc(OCc2cc(C(=O)N(C)CCN3CCOCC3)no2)cc1	4%	19%	-8%	25%	13%	1%	-20%	-5%	63%[activator]
COc1ccc(NC(=O)CN(C)S(=O)(=O)c2cccc3nsnc23)cc1	-40%	18%&7%	-4%&2%	13%&30%	3%&-2%	3%&1%	2%	-23%&-14%	6%
O=C(NCc1ccccc1)c1cc(-c2cccc(Cl)c2)on1	-1%[59 µM]	2%	-18%	-3%	4%	-4%	5%	1%	x
Cc1ccc(OCC(=O)NNC(=O)CCc2ccccc2)c(Br)c1	-4%	5%	-3%	86%[activator]	-3%	-1%	-17%	-18%	70%[activator]
CCc1cc(=O)oc2c(CNCc3c(F)cccc3Cl)c(O)ccc12	13%	48%	369%[activator]	27%	6%	2%	-2%	-13%	2%
O=C(CSc1nc2ccccc2c(=O)n1-c1ccc(F)cc1F)Nc1ccc2c(c1)CCC2	-8%[59 µM]	30%	2%	7%	-7%	-11%	-21%	-16%	1%
Cc1cc[n+](CC(=O)N2CCCc3ccccc32)cc1	-37%	-1%	-7%	50%[activator]	-2%	-1%	4%	-22%	-1%
CCCCN(C(=O)CCC(=O)Nc1cc(C)on1)C(C(=O)NC(C)(C)C)c1cccc(OC)c1OC (stereo unspecified)	10%[59 µM]	15%	7%	-22%	-10%	1%	3%	6%	-1%
CC(C)(C)C(=O)Cn1c(NCCO)nc2ccccc21	1%[59 µM]	-9%	-2%	4%	-15%	-1%	-6%	5%	6%
O=C(OCc1nc2ccccc2[n+]([O-])c1C(=O)c1ccccc1)c1cccs1	u	0%	-1%	-17%	-9%	-3%	u	-16%	3%
Cc1ccc(S(=O)(=O)N(CC(=O)Nc2cccnc2)c2cccc(Br)c2)cc1	21%	-1%	0%	-5%	-24%	-13%	-29%	-11%	-1%
OCCN1CCN(c2ncnc3c2c(-c2ccccc2)cn3-c2ccc(Br)cc2)CC1	35µM*	5%	-10%	195%[activator]	-7%	-1%	45µM*	-24%	0%
COc1ccc(F)cc1S(=O)(=O)Nc1cccc(-c2ccc(N3CCCCCC3)nn2)c1	-29%[59 µM]	u	-9%	14%	-6%[60.1 µM]	-6%	-14%	-22%	x
O=C(Cc1ccc(Cl)cc1)NCC(=O)N1CCCCCC1	21%	-1%	-9%	3%	-6%	-3%	-5%	-11%	30%

Grouped by structure: the entries above containing a thiophene ring, fused or not (2)
SMILES	G9a inh	Pol beta inh	Anesthetic bind	Pol iota inh	POLK inh	BLM inh	BAZ2B block	POLH inh	APEX1 inh
CCSc1nc(-c2cccs2)nc2ccccc12	148%[activator]	0%	-11%	71%[activator]	-5%	2%	471%[activator]	-11%	7%
O=C(OCc1nc2ccccc2[n+]([O-])c1C(=O)c1ccccc1)c1cccs1	u	0%	-1%	-17%	-9%	-3%	u	-16%	3%

Carrying on.
SMILES	G9a inh	Pol beta inh	Anesthetic bind	Pol iota inh	POLK inh	BLM inh	BAZ2B block	POLH inh	APEX1 inh
COc1ccc(-c2cn(-c3ccc(OC)cc3)c(=S)[nH]2)cc1	1.4µM*	-16%	-5%	87%[activator]	-6%	2%	-39%	3%	1%
CCO[C@@H]1OC(C(=O)N2CCN(Cc3ccc4c(c3)OCO4)CC2)=C[C@H](c2ccc(C(F)(F)F)cc2)[C@H]1CCCO	-10%[59 µM]	-2%	-4%	53%[activator]	-3%	-14%	-28%	-18%	-4%
CC1CCc2c(sc3nnn(Cc4cccc(C(=O)OC(C)C)c4)c(=O)c23)C1 (stereo unspecified)	18µM*	13%	-18%	12%	5%	-5%	3%	x	x
CN(C)/C=N/c1sccc1C(N)=O	11%[59 µM]	-2%	-13%	-2%	0%	-5%	10%	0%	-5%
COc1ccc(-c2nn(C)c(=O)c3ccccc23)cc1CNS(C)(=O)=O	-38%[12.7 µM]	-19%	4%	6%	-4%	-3%	-7%	-15%	1%
CS(=O)(=O)Nc1ccc(Oc2ncccn2)cc1	1%	50%	-8%	65%[activator]	-8%	-1%	0%	-14%	17%
Oc1ccc(/C=N/NC2=NCCCCC2)c(O)c1	6%	6%	51%[activator]	-6%	-12%	-1%	16%	-14%	-1%
NC(=O)C1CCN(c2ncnc3c2cnn3-c2cccc(Cl)c2)CC1	3%[59 µM]	22%	-1%	25%	-3%[60.1 µM]	-2%	2%	-11%	x
CC(C)(C)OC(=O)N1CCC(c2c(C(=O)NCc3ccccc3)cnn2-c2ccc(F)cc2)CC1	7%[59 µM]	0%	-5%	36%[activator]	-4%	0%	34%[activator][57.1 µM]	-21%	x
COc1cc(C2SCC(=O)N2CCc2ccc(OC)c(OC)c2)ccc1O (stereo unspecified)	10%[59 µM]	17%	-8%	102%[activator]	-1%	-1%	4%	-19%	23%
CCOc1ccc(-c2c(C)nn3c(C)c(C(=O)NCCN(C)C)cnc23)cc1OCC	8%[59 µM]	-28%	-9%	u	-14%	5%	-20%	x	x
COCCCNC(=O)Cc1c(C)c2c(cc(C)c3c(C(C)(C)C)coc32)oc1=O	-18%	7%	-17%	8%	-5%	-2%	-14%	-8%	-2%
COc1cc(/C=N/OCC(=O)Nc2cc(C)cc(C)c2)ccc1OCc1ccc(Cl)cc1	-1%[59 µM]	-11%	31%[activator]	1%	-17%	-10%	0%	-20%	-2%
CNC(=O)CN1C(=O)c2cccc3cccc1c23	12%[12.7 µM]	20%	88%[activator]	7%	1%	3%	11%	-10%	-1%
COc1ccccc1Cn1ccn(CC(=O)Nc2c(C)cc(C)cc2C)c(=O)c1=O	-1%[59 µM]	16%	2%	16%	7%	0%	3%	10%	x
CCN(CC)C(=O)c1ccc(-c2nnc(Nc3ccc(C(=O)N(C)C)cc3)c3ccccc23)cc1	1%[59 µM]	3%	-14%	-18%	7%	-9%	-33%	-3%	-18%
COc1cccc(/C=N/NC(N)=S)c1OCc1ccccc1Cl	5%[59 µM]	1%	-9%	52%[activator]	-3%	-5%	u	-20%	-3%
Cc1ccc(C)c(NC(=O)CSc2nnc(-c3ccco3)o2)c1	u	5%	12%	-4%	1%	2%	9%	-14%	1%
COc1ccc(CN2C(=O)c3cccnc3C2Nc2ccc(OC)c(Cl)c2)cc1 (stereo unspecified)	u	7%	-19%	u	0%	-1%	u	-6%	-6%
CCCOc1ccc2c(=O)c(N3C(=O)c4ccccc4C3=O)c(C)oc2c1	u	14%	u	-12%	-14%	-2%	2%	-16%	1%

Among those listed so far, these have a furan ring, fused or not:
SMILES	G9a inh	Pol beta inh	Anesthetic bind	Pol iota inh	POLK inh	BLM inh	BAZ2B block	POLH inh	APEX1 inh
Cc1ccc(C(CC(=O)c2ccco2)SCCO)cc1 (stereo unspecified)	-20%[0.0925 µM]	10%	-15%	-9%	-4%	-3%	-8%	5%	7%
COCCCNC(=O)Cc1c(C)c2c(cc(C)c3c(C(C)(C)C)coc32)oc1=O	-18%	7%	-17%	8%	-5%	-2%	-14%	-8%	-2%
Cc1ccc(C)c(NC(=O)CSc2nnc(-c3ccco3)o2)c1	u	5%	12%	-4%	1%	2%	9%	-14%	1%

Looked up above.
COc1ccc(-c2cn(-c3ccc(OC)cc3)c(=S)[nH]2)cc1 | APEX1 inh: 1%
CCN(CC)C(=O)c1ccc(-c2nnc(Nc3ccc(C(=O)N(C)C)cc3)c3ccccc23)cc1 | Pol iota inh: -18%
CCOc1ccc(-c2c(C)nn3c(C)c(C(=O)NCCN(C)C)cnc23)cc1OCC | Anesthetic bind: -9%
CC1CCc2c(sc3nnn(Cc4cccc(C(=O)OC(C)C)c4)c(=O)c23)C1 (stereo unspecified) | Pol beta inh: 13%
COCCCNC(=O)Cc1c(C)c2c(cc(C)c3c(C(C)(C)C)coc32)oc1=O | POLH inh: -8%

An excerpt; rates above refer to the full screens.
